# KCNQ1 inh = blocks the human KCNQ1 potassium channel. P51787. CHO-K1 KCNQ1, FluxOR thallium flux fluorescence; hits give high values. B-score at 10 µM. AID 2642. 1.3% of 310,000 active;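 active = compounds whose thallium flux B-score, printed positive for inhibition, exceeds three library SD while starting fluorescence stays within three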;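 also: channel opened by potassium depolarization with thallium stimulus after 20 min compound exposure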
# KCNQ1 pot = potentiators or activators of human KCNQ1 potassium channel | P51787 | CHO-K1 KCNQ1, thallium flux FluxOR fluorescence; hits give high values | B-score at 10 µM | 0.35% of 310,000 active;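 active = fluorescence ratio B-score, a plate-corrected score, at least three library SD, with initial intensity B-score within 5 SD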
#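 Test system: CHO-K1 cells stably expressing KCNQ1 / Medium: assay buffer / Also added: depolarizing K+/Tl+ stimulus, K2SO4 and Tl2SO4 each 12.5 mM in 5x stock / Incubation: 90 min dye loading and 20 min compound exposure, both at room temperature / Signal: thallium influx via FluxOR fluorescence, kinetic imaging / Evaluation: B score of baseline-normalized fluorescence ratio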
# Dyrk1A ADPGlo = blocks rat Dyrk1A kinase activity; Q63470; ADP-Glo luminescence, NFATc1 peptide; inhibition, % at 12.5 µM; 0.43% of 310,000 active; AID 504441; in the data active = inhibition above about 50%;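 also: plate controls were vehicle with enzyme for no effect and no enzyme for full effect; many of its hits are not listed in these tables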
# TRPC4 inh = blocks the mouse TRPC4 cation channel. Q9QUQ5. HEK293 TRPC4beta/mu-opioid, DAMGO-evoked Fluo4 calcium flux; hits give low values. B-score at 10 µM. 0.39% of 300,000 active. AID 2247;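 active = B-score over 3 SD under the library average, no early fluorescence shift, positive overall ratio signal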
# Target sequence (Q9QUQ5 whole entry, looked up): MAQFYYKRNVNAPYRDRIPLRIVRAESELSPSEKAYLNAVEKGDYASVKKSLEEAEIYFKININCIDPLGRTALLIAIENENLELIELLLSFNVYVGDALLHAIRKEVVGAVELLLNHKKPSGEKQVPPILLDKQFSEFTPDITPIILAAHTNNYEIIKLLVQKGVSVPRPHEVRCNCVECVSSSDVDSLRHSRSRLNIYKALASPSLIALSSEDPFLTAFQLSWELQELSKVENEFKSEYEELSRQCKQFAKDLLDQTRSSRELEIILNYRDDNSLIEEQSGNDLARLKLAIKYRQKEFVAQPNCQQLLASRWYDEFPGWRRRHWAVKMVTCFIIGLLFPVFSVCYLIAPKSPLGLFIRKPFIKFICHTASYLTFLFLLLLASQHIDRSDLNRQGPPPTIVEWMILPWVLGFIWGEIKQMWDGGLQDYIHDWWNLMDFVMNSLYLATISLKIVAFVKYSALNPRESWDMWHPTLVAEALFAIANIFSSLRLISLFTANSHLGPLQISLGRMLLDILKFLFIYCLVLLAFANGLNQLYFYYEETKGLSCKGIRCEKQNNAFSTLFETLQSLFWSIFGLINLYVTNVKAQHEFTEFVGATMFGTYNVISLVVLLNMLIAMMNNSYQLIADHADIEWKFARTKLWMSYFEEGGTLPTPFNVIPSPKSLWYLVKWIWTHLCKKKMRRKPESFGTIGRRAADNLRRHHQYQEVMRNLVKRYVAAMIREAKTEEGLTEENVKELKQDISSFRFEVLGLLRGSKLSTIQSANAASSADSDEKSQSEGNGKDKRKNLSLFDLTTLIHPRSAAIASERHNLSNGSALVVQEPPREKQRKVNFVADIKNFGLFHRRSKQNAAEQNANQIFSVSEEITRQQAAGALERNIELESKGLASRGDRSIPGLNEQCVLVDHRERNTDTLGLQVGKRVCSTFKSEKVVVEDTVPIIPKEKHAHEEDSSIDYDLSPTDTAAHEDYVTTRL
#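 material = TRPC4beta/mu-opioid receptor HEK293 cell line | probe or stimulus = sequential submaximal and maximal DAMGO stimulation | compound dosing = one concentration per compound | measured by = Fluo4 Ca2+ flux fluorescence | evaluation = integrated fluorescence ratio relative to baseline, converted to per-well B score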
# hERG rescue = shields human hERG channel from block by proarrhythmic agents. AID 1511. 0.51% of 310,000 active. Q12809. CHO-hERG, FluxOR thallium flux, dofetilide IC70 present. activation (rescue from dofetilide block), less the hit threshold, % at 10 µM;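 active = activation above the mean of controls blocked by dofetilide plus 5 SD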;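 also: thallium influx through hERG after potassium depolarization seen as dye fluorescence rise; in these data hits start at about 4.7%; inactives centre near -7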
# Platelet DG rel = platelet dense granule release activity; 0.22% of 300,000 active; human platelet-rich plasma, SFLLRN dense granule ATP release, luminescence; inhibition, %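 (compounds screened at 7.5 µM in platelet-rich plasma)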;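 active = mean replicate score, as percent of positive control, at or above 50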
# TRPC4 potent = TRPC4 (mouse) allosteric potentiation; Q9QUQ5; HEK293 TRPC4beta/mu-opioid, DAMGO EC20, Fluo-4 Ca2+ flux; hits give high values; B-score at 10 µM; 0.42% of 310,000 active; AID 2227;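 active = B-score of calcium response area above 5 SD of library B-scores, with initial fluorescence ratio within 5 SD of library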;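 also: B-score of integrated fluorescence ratio over time as area under calcium response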
# PolyA inhibitor = yeast polyadenylation inhibition; S. cerevisiae SKY197-pL101 polyadenylation reporter, beta-gal luminescence; efflux-impaired pdr1/pdr3 knockout yeast; score 100 = 6 SD above DMSO; calls only at 12 µM; 0.02% of 300,000 active;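 active = lowest replicate activity score at least 50, where 100 means six control SD above control mean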;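 also: yeast exposed to compound for 9 h at 30 °C; higher score means more reporter readthrough which indicates perturbed polyadenylation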
# KCNK3 block = human KCNK3 channel inhibition, primary screen; CHO-KCNK3 thallium flux, FluxOR fluorescence; hits give low values; O14649; B-score at 10 µM; 0.84% of 340,000 active;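 active = B-score under library mean minus 4 SD, starting fluorescence ratio at most library mean plus 5 SD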;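 also: more negative B-score means stronger inhibition of thallium flux through KCNK3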
# TRPC4 act = opens the mouse TRPC4 cation channel; B-score at 10 µM; Q9QUQ5; HEK293 TRPC4beta/mu-opioid, Fluo4 calcium fluorescence; hits give high values; 0.49% of 310,000 active;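 active = B-score above 5 SD of library B-scores, and initial fluorescence ratio not above library mean plus 5 SD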;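 also: positive B-score marks a calcium rise read as TRPC4 activation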
#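 System: HEK293 cells stably co-expressing mouse TRPC4beta and mu-opioid receptor; Schedule: Fluo4 dye loading 45 min at room temperature, 110 s recording; Detection: Fluo4 fluorescence, kinetic; Evaluation: B-scored integrated calcium fluorescence ratio; Controls: buffer (low) and maximal DAMGO (high).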
# KCNK9 block = blocks the human KCNK9 two-pore domain potassium channel; Q9NPC2; HEK293 KCNK9, FluxOR thallium flux fluorescence; hits give low values; B-score at 10 µM; 1.2% of 310,000 active;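 active = ratio B-score over 3 SD below the library mean, with starting fluorescence within 5 SD of its mean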;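 also: negative B-score means less thallium flux so channel inhibition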
# * hit, by the source's call; i = inactive; / = no result given.
SMILES,KCNQ1 inh,KCNQ1 pot,Dyrk1A ADPGlo,TRPC4 inh,hERG rescue,Platelet DG rel,TRPC4 potent,PolyA inhibitor,KCNK3 block,TRPC4 act,KCNK9 block
CN(c1ccccc1)S(=O)(=O)c1cccc(C(=O)NNC(=O)c2ccccc2)c1,i,i,/,i,-9.6,-2.6,i,i,i,i,i
O=C(/C=C/c1ccc([N+](=O)[O-])cc1)c1cccs1,i,i,-3.3,i,-11.2,10.2,i,i,i,i,i
O=C(Nc1ccccc1Cl)NC1(C(=O)NCCCN2CCOCC2)CCCCC1,i,i,3.5,i,-7.9,0.4,i,i,i,i,i
Cc1ccc(-c2nc(CS(=O)(=O)CC(=O)NCCN3CCCC3)c(C)o2)cc1,i,i,-6.4,i,-5.9,3.0,i,i,i,i,i
CCOC(=O)C1CCCN(C(=S)NC2CCCC2)C1 (stereo unspecified),i,i,-3.0,i,-11.9,-4.0,i,i,i,i,i
O=C(CSC1=NS(=O)(=O)c2cc(F)ccc2N1)Nc1ccccc1F,i,i,-1.6,i,-2.6,-1.2,i,i,i,i,i
CCC(CC)C(=O)Nc1nnc(SCC(=O)NC2CCCCC2)s1,i,i,-0.3,i,-6.3,-3.9,i,i,i,i,i
Cc1cc(NC(=O)CSc2nncc(=O)n2N)no1,i,i,1.9,i,-7.7,-25.8,i,i,i,i,i
C/C(CC(=O)NC(C)C)=N\NC(=O)COc1cc(C)c(Br)cc1Br,i,i,/,i,-0.1,-3.8,i,i,i,i,i
CC[N+](CC)(CC#Cc1ccccc1)CC(=O)c1ccc(Cl)cc1,i,i,-2.3,i,-14.9,-15.5,i,i,i,i,i
Cc1ccc(OCC(=O)O/N=C(\N)c2ccccn2)cc1C,i,i,/,i,-2.1,4.2,i,i,i,i,i
O=C(Cn1cc(/C=N/NC(=O)c2cccc(C(F)(F)F)c2)c2ccccc21)Nc1ccc(F)cc1,i,i,-1.3,i,-10.6,-4.7,i,i,i,i,i
CC(=O)c1ccc(OCc2cc(C(=O)N(C)Cc3ccccn3)no2)cc1,i,i,5.9,i,-1.7,10.0,i,i,i,i,i
CC(C)[C@H]1COCCS(=O)(=O)N1Cc1cccc(Cl)c1,i,i,-2.1,i,-2.9,-0.1,i,i,i,i,i
Cc1c(C(=O)c2cccc(F)c2)c2ccccn2c1CCC#N,i,i,5.7,i,-21.0,-0.7,i,i,i,i,i
CSc1ccccc1OCc1cc(C(=O)N2CCC[C@H]2C(N)=O)no1,i,i,-5.2,i,-12.6,-8.2,i,i,i,i,i
CCN(CC)c1ccc(/C=N/NC(=S)NCc2ccco2)cc1,i,i,-5.0,i,-2.1,6.7,i,i,i,i,i
O=C(NCc1ccccn1)c1nnc(Cc2ccc(Cl)cc2)o1,i,i,-4.2,i,1.5,1.8,i,i,i,i,i
COC(=O)c1ccc(COc2cccnc2[N+](=O)[O-])cc1,i,i,-2.6,i,-7.1,-1.1,i,i,i,i,i
CCO[C@H]1OC(C(=O)NC2CC2)=C[C@@H](C2CCCCC2)[C@@H]1CCCO,i,i,-0.7,i,-9.0,-2.5,i,i,i,i,i
COc1ccccc1NC(=O)N1CCCC1,i,i,-0.9,i,-14.9,1.5,i,i,i,i,i
Cc1cccc(OCCNC(=S)NC(=O)c2cccnc2)c1,i,i,1.5,i,-3.8,8.6,i,i,i,i,i
N#Cc1nc(-c2cccs2)oc1NCc1ccccc1,i,i,33.3,i,-6.1,2.5,i,i,i,i,i
Cc1cccc2cc(CN(CC3CCCO3)C(=S)NCc3ccco3)c(=O)[nH]c12 (stereo unspecified),i,i,7.1,i,-2.5,1.1,i,i,i,i,i
COc1ccc(-n2c(=O)c(CCC(=O)N(C)Cc3ccccc3C)nc3ccccc32)cc1,i,i,/,i,-11.5,13.3,i,i,i,i,i
Cc1ccc(OC(=O)CCNC(=O)c2ccccc2Cl)c(Br)c1,i,i,3.8,i,-14.6,2.9,i,i,i,i,i
O=C1C2C3C=CC(C3)C2C(=O)N1c1n[nH]c(-c2ccccc2)n1 (stereo unspecified),i,i,0.5,/,-6.4,5.6,i,i,i,i,i
Cc1cc(=O)[nH]c(N)n1,i,i,3.4,i,-5.8,0.6,i,i,i,i,i
O=C(CNC(=O)c1ccc2ccccc2c1)OCC(=O)N1CCN(S(=O)(=O)c2ccc3ccccc3c2)CC1,i,i,-2.9,i,-8.7,-4.6,i,i,i,i,i
COC(=O)c1cc(OC)c(OC)cc1NC(=S)N1CCC(C(N)=O)CC1,i,i,-6.8,i,-5.4,-1.5,i,i,i,i,i
CS(=O)(=O)N1CCN(C2Cc3ccccc3C2)CC1,i,i,-4.7,i,-5.9,-7.1,i,i,i,i,i
COc1ccc(CN(C)C(=O)CNC(=O)c2ccc(C)cc2)cc1,i,i,-3.9,i,-8.1,-2.0,i,i,i,i,i
COCc1nc2ccccc2n1Cc1c(F)cccc1Cl,i,i,/,i,0.7,-1.3,i,i,i,i,i
CC(C)COC(=O)C(C#N)c1nc2ccccc2nc1N1CCN(Cc2ccc3c(c2)OCO3)CC1 (stereo unspecified),i,i,13.3,i,-7.3,-13.3,i,i,i,i,i
COc1ccc(C(=O)NCC(=O)OCc2ccc(Br)cc2)cc1,i,i,-4.1,i,-2.4,-0.2,i,i,i,i,i
Cc1ccc(NC(=O)NC2CCCCCCC2)cc1C,i,i,-5.1,i,-11.2,/,i,/,i,i,i
Cc1cc(OC(=O)c2ccccc2)n(CCC#N)n1,i,i,-4.6,i,-1.1,5.0,i,i,i,i,i
Cc1cccc(OCCNC(=O)CCc2ccccc2)c1,i,i,/,i,-10.0,7.5,i,i,i,i,i
COc1ccc(CNS(=O)(=O)c2ccc(NC(=O)N3CCCCC3)cc2)cc1,i,i,-1.6,i,-5.7,5.4,i,i,i,i,i
COC(=O)c1cccc(C(=O)N2CCCC(Nc3ccc4c(c3)OCCO4)C2)c1 (stereo unspecified),i,i,0.3,i,-6.3,-1.9,i,i,i,i,i
O=C(CN(Cc1ccc(F)cc1)C(=O)CNS(=O)(=O)c1ccccc1)NCC1CCCO1 (stereo unspecified),i,i,-0.7,i,-5.4,-14.6,i,i,i,i,i
CCOc1ccccc1C(=O)Nc1cc(=O)n(C)c(=O)n1C,i,i,1.8,i,-4.2,18.5,i,i,i,i,i
COc1ccc(S(=O)(=O)NCCSC(C)(C)C)cc1Cl,i,i,-0.1,i,-5.5,2.7,i,i,i,i,i
COc1cc(S(=O)(=O)N2CCN(Cc3ccccc3)CC2)ccc1Br,i,i,-2.1,i,-13.5,9.9,10*,i,i,i,i
Cc1cc(C)nc(NC(=O)CSc2nc3ccccc3o2)n1,i,i,3.0,i,-10.4,-0.8,i,i,i,i,i
COc1ccc(S(=O)(=O)n2nc(OC(=O)c3ccccc3Br)cc2N)cc1,i,i,1.7,i,-8.6,2.3,i,i,-9.05*,i,i
COc1ccc(CNC(=O)c2cc(C3CC3)on2)cc1,i,i,8.4,i,-7.0,12.9,i,i,i,i,i
Cc1ccc(NC(=O)C2CCCN(c3nccc(C)n3)C2)c(C)c1 (stereo unspecified),i,i,0.8,i,-0.3,-3.7,i,i,i,i,i
Cc1ccc(Nc2ccc(S(=O)(=O)N3CCOCC3)cc2[N+](=O)[O-])c(C)c1,i,i,-1.7,i,-0.1,-1.7,i,i,i,i,i
O=C1CC(N2CCOCC2)C(=O)N1c1cc(Cl)cc(Cl)c1 (stereo unspecified),i,i,-4.5,i,-4.2,-0.7,i,i,i,i,i
CN(C(=O)c1ccncc1)c1nnc(-c2ccncc2)s1,i,i,8.0,i,-2.2,3.3,i,i,i,i,i
O=C1C2CCCN2c2ccc(S(=O)(=O)N3CCOCC3)cc2N1Cc1cccc(C(F)(F)F)c1 (stereo unspecified),i,i,/,i,-3.4,-15.9,i,i,/,i,i
COC(=O)CN1C(=O)Nc2ccc(Br)cc2C1c1ccccc1 (stereo unspecified),i,i,32.9,i,-10.6,-1.4,i,i,i,i,i
CCOc1ccc(S(=O)(=O)N2CCC(C(=O)NCc3ccccn3)CC2)cc1Cl,i,i,0.5,i,-6.1,-1.2,i,i,i,i,i
N#Cc1cn(-c2ccccc2)nc1-c1ccco1,i,i,-0.9,i,-7.6,-4.7,i,i,i,i,i
COc1ccccc1Nc1nnc(SCC(=O)c2cc(C)n(CC3CCCO3)c2C)s1 (stereo unspecified),i,i,-1.7,i,-5.2,-41.0,i,i,i,i,i
O=C(OCC(=O)N1CCCC1=O)C1COc2ccccc2O1 (stereo unspecified),i,i,-6.0,i,-6.4,-0.9,i,i,i,i,i
CC(=O)OC(C(=O)NC1CCCCC1)c1ccncc1 (stereo unspecified),i,i,1.9,i,-0.1,-7.1,i,i,i,i,i
O=C(c1ccc(Cl)cc1)c1ccc(OCC(=O)N2CCOCC2)cc1,i,i,8.8,i,-11.9,-1.6,i,i,i,i,i
COCCNc1nnc(Cc2ccccc2)c(=O)[nH]1,i,i,2.1,i,2.8,1.7,i,i,i,i,i

# (next part)
SMILES,KCNQ1 inh,KCNQ1 pot,Dyrk1A ADPGlo,TRPC4 inh,hERG rescue,Platelet DG rel,TRPC4 potent,PolyA inhibitor,KCNK3 block,TRPC4 act,KCNK9 block
Cc1cc2ccccn2c1C(=O)c1ccc(NN)c([N+](=O)[O-])c1,i,i,-3.0,i,-13.6,0.7,i,i,i,i,i
Cn1ccc(C(=O)Nc2cccnc2Cl)n1,i,i,2.3,i,-4.1,-6.1,i,i,i,i,i
Cc1noc(C)c1S(=O)(=O)N(Cc1ccccc1)C(C)C,i,i,/,i,-8.7,16.8,i,i,i,i,i
CCc1nc(SCC(=O)c2cccs2)c2oc3ccccc3c2n1,i,i,5.3,i,-7.8,-3.6,i,i,i,i,i
COc1ccc(C)cc1-n1nnnc1SCc1cc(=O)n2cc(C)ccc2n1,i,i,3.1,i,-3.3,4.8,i,i,i,i,i
COc1c2ccoc2c(OC[C@@H](O)C(C)(C)OC)c2oc(=O)ccc12,i,i,34.9,i,-8.2,-11.6,i,i,i,i,i
COc1cccc(C(=O)C2CCCN(Cc3ccc(OC)c(Cn4cncn4)c3)C2)c1 (stereo unspecified),i,i,8.3,i,-14.7,-3.9,i,i,i,i,i
CCOc1ccc(-c2cn[nH]c2N)cc1,i,i,4.8,i,-12.8,-5.7,i,i,i,i,i

# Source: PubChem (several laboratories)

# A portion of the library (hit frequency here may not be typical).
